TcdB GH inh – blocks C. difficile toxin B glycohydrolase activity | AID 652162 | P18177 | inhibition, % at 9.99 µM | 350,000 tested, 0.24% active | TcdB glycohydrolase enzymatic assay, plate reader; in the data active = inhibition above about 10%
Target sequence (P18177 whole entry, looked up): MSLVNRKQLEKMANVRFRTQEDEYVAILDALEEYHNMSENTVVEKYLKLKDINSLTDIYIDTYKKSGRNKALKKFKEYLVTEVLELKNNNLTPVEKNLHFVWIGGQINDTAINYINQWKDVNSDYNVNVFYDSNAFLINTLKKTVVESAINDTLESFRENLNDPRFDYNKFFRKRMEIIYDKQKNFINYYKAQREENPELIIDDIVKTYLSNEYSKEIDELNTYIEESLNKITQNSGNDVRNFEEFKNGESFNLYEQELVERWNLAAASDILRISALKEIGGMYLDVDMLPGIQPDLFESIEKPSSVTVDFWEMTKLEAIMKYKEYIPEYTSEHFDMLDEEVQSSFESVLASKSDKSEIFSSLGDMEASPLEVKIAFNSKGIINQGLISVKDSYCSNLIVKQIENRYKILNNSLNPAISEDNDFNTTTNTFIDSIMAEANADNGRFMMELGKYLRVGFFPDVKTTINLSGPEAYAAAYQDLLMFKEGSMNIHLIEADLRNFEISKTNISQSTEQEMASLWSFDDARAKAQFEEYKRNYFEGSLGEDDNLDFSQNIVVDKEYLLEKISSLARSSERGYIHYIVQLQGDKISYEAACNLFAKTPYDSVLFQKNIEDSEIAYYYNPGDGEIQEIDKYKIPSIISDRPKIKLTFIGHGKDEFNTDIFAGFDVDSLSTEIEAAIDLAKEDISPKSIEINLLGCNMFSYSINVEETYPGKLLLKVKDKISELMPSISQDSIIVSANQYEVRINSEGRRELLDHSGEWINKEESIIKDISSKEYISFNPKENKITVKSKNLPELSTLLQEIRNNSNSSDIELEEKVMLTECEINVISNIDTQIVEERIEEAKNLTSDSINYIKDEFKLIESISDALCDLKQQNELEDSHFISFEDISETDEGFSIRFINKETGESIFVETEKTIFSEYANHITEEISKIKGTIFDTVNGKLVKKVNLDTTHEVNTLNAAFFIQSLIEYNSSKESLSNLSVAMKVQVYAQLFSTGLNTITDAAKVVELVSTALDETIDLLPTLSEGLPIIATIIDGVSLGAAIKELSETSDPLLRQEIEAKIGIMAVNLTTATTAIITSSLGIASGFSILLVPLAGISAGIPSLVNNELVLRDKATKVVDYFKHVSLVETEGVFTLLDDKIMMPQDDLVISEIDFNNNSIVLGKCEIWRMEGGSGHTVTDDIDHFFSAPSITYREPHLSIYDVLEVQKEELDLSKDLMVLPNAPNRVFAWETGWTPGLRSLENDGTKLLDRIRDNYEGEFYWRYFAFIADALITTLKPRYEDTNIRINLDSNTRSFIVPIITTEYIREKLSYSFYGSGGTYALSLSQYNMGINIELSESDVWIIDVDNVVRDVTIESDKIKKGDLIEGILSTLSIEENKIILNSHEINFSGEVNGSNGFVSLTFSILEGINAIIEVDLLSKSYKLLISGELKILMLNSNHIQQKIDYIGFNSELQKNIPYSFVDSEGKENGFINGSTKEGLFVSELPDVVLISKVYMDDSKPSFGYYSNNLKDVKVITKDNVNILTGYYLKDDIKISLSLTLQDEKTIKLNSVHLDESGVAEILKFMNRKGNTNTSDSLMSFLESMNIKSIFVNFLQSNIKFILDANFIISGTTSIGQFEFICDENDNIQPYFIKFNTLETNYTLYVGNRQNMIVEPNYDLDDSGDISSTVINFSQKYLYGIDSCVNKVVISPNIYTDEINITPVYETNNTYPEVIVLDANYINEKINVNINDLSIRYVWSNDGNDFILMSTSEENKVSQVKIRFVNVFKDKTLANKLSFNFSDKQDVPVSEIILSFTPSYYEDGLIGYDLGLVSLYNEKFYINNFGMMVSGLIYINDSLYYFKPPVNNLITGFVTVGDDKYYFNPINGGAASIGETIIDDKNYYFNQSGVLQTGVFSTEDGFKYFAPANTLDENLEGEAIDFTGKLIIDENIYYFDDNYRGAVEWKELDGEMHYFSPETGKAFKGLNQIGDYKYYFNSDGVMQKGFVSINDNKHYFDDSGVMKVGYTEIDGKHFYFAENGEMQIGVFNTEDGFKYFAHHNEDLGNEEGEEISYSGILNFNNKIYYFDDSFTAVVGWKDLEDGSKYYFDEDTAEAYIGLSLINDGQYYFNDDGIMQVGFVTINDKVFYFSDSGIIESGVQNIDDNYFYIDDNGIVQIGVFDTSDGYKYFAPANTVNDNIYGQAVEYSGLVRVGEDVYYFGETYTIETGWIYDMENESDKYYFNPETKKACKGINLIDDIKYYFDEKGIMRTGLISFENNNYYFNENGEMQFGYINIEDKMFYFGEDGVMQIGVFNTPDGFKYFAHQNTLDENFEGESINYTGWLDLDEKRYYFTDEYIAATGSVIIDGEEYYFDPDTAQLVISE
* = called active by the depositor. A portion of the library, so the mix of outcomes need not match the whole.

Results for C[C@@H]1CN([C@H](C)CO)C(=O)Cc2cc(NC(=O)c3ccncc3)ccc2O[C@H]1CN(C)Cc1ccccc1 ?
TcdB GH inh: 0.5

Results for C[C@@H]1CN([C@H](C)CO)C(=O)c2cccc(NC(=O)Nc3ccc4c(c3)OCO4)c2O[C@H]1CN(C)C(=O)NC1CCCCC1 ?
TcdB GH inh: 1.3

How did CCCNC(=O)N1C[C@H](C)[C@H](OC)CN(C)C(=O)c2cc(NC(=O)CC)ccc2OC[C@H]1C do in these assays?
TcdB GH inh: 0.2

What do the screens show for `CCc1csc(N2[C@@H](C#N)[C@H](c3ccc(C#Cc4ccc(F)cc4)cc3)[C@@H]2CO)n1`?
TcdB GH inh: 0.0

What do the screens show for `O=C(C[C@H]1C[C@@H]2c3cc(NC(=O)NC4CCCC4)ccc3O[C@@H]2[C@H](CO)O1)NCc1ccccc1`?
TcdB GH inh: -1.7

How did CN(C)C(=O)c1ccc(-c2ccc3c(c2)[C@@H]2[C@@H](CCN2C(=O)C2CC2)[C@@H](CO)N3C)cc1 do in these assays?
TcdB GH inh: -2.6

What do the screens show for `O=C(C[C@H]1C=C[C@@H](NS(=O)(=O)c2ccc(F)cc2)[C@@H](CO)O1)NCc1ccccc1F`?
TcdB GH inh: 0.2

What do the screens show for `COCC(=O)N1C[C@H](C)[C@@H](OC)CN(C)C(=O)c2ccc(NC(=O)c3cnccn3)cc2OC[C@@H]1C`?
TcdB GH inh: -0.4

Results for COc1ccc(NC(=O)N(C)C[C@@H]2OCCCC[C@H](C)Oc3ccc(NC(=O)Nc4ccccc4)cc3C(=O)N([C@H](C)CO)C[C@@H]2C)cc1 ?
TcdB GH inh: -0.3

How did CC(C)NC(=O)Nc1ccc2c(c1)C(=O)N([C@@H](C)CO)C[C@@H](C)[C@H](CN(C)C(=O)Nc1cccc3ccccc13)OCCCC[C@@H](C)O2 do in these assays?
TcdB GH inh: 0.6

How did C[C@H]1CN([C@@H](C)CO)C(=O)c2cc(NS(=O)(=O)c3cccs3)ccc2O[C@H]1CN(C)C(=O)Nc1ccc2c(c1)OCO2 do in these assays?
TcdB GH inh: -0.3

How did COc1ccc(S(=O)(=O)Nc2cccc3c2O[C@H](CN(C)CC2CC2)[C@H](C)CN([C@H](C)CO)C3=O)cc1 do in these assays?
TcdB GH inh: 0.3

What do the screens show for `C[C@H](CO)N1C[C@H](C)[C@H](CN(C)C)Oc2ncc(C#Cc3cccnc3)cc2C1=O`?
TcdB GH inh: 0.5

How did C[C@H](CO)N1C[C@H](C)[C@H](CN(C)C(=O)Nc2ccccc2)Oc2c(NS(=O)(=O)c3cn(C)cn3)cccc2C1=O do in these assays?
TcdB GH inh: 1.3

Results for O=C(C[C@H]1CC[C@@H](NC(=O)c2ccccc2)[C@@H](CO)O1)NCCc1ccncc1 ?
TcdB GH inh: -0.1

How did C[C@H]1CN([C@@H](C)CO)C(=O)c2cc(N(C)C)ccc2O[C@@H]1CN(C)S(=O)(=O)c1cn(C)cn1 do in these assays?
TcdB GH inh: -1.8

What do the screens show for `C[C@H](CO)N1C[C@H](C)[C@H](CN(C)S(=O)(=O)c2cccc(F)c2)Oc2ncc(C#Cc3cccc(F)c3)cc2C1=O`?
TcdB GH inh: 0.1

What do the screens show for `C[C@H]1CN([C@@H](C)CO)C(=O)c2ccccc2-c2ccccc2CO[C@H]1CN(C)C(=O)C1CC1`?
TcdB GH inh: 0.6

What do the screens show for `C[C@H]1CCCCO[C@H](CN(C)C(=O)c2ccccc2)[C@@H](C)CN([C@@H](C)CO)C(=O)c2cc(NC(=O)CCC(F)(F)F)ccc2O1`?
TcdB GH inh: 0.0

What do the screens show for `COc1ccc2c3c([nH]c2c1)[C@H](CO)N(C(=O)Nc1ccc(F)cc1)CC31CN(Cc2ccc(F)cc2)C1`?
TcdB GH inh: 0.7

How did O=C(Nc1ccc(F)cc1)N[C@@H]1CC[C@H](CCNC(=O)c2cc(Cl)cc(Cl)c2)O[C@@H]1CO do in these assays?
TcdB GH inh: -0.4

Results for O=C(C[C@H]1CC[C@H](NC(=O)Nc2ccc(C(F)(F)F)cc2)[C@H](CO)O1)NCc1cccc(F)c1 ?
TcdB GH inh: 0.5

What do the screens show for `COc1ccc(S(=O)(=O)Nc2ccc3c(c2)C(=O)N([C@@H](C)CO)C[C@@H](C)[C@@H](CN(C)C(=O)Nc2c(C)noc2C)OCCCC[C@H](C)O3)cc1`?
TcdB GH inh: 1.9

How did CCCNC(=O)Nc1ccc2c(c1)OC[C@H](C)N(Cc1ccccc1)C[C@H](C)[C@H](OC)CN(C)C2=O do in these assays?
TcdB GH inh: 0.2

Results for CN(C)C(=O)c1ccc(-c2ccccc2[C@@H]2[C@@H](C#N)N(C(=O)C3CC3)[C@@H]2CO)cc1 ?
TcdB GH inh: -2.5

How did CCCNC(=O)C[C@@H]1C[C@@H]2c3cc(NC(=O)C4CCC4)ccc3O[C@@H]2[C@@H](CO)O1 do in these assays?
TcdB GH inh: 0.7

What do the screens show for `O=C(c1ccccc1F)N1C[C@H]2[C@@H](c3ccccc31)[C@H](CO)N2C(=O)c1cccnc1`?
TcdB GH inh: -10.0

How did C[C@@H]1CN([C@@H](C)CO)C(=O)c2cc(NC(=O)Nc3ccccc3)ccc2O[C@@H]1CN(C)C(=O)Nc1ccc(F)cc1 do in these assays?
TcdB GH inh: -1.8

How did COc1ccc(NC(=O)N(C)C[C@@H]2Oc3c(NC(=O)Nc4ccccc4)cccc3C(=O)N([C@H](C)CO)C[C@@H]2C)cc1 do in these assays?
TcdB GH inh: -0.2

Results for CC(C)CC#Cc1cnc2c(c1)C(=O)N([C@@H](C)CO)C[C@@H](C)[C@H](CN(C)C(=O)CCN1CCCCC1)O2 ?
TcdB GH inh: -1.1

How did CC(C)NC(=O)Nc1ccc2c(c1)C(=O)N([C@H](C)CO)C[C@@H](C)[C@H](CN(C)S(=O)(=O)c1cn(C)cn1)OCCCC[C@H](C)O2 do in these assays?
TcdB GH inh: -1.7

How did COc1cccc(S(=O)(=O)N(C)C[C@H]2Oc3ncc(C#CCC(C)C)cc3C(=O)N([C@H](C)CO)C[C@H]2C)c1 do in these assays?
TcdB GH inh: 0.9

How did C[C@@H]1CN([C@H](C)CO)C(=O)c2cc(C#C[C@@H](C)O)cnc2O[C@@H]1CN(C)C(=O)Cc1ccccn1 do in these assays?
TcdB GH inh: -0.5

How did C[C@@H]1CN([C@@H](C)CO)S(=O)(=O)c2ccc(C3=CCCCC3)cc2O[C@@H]1CN(C)S(=O)(=O)c1ccc(F)cc1 do in these assays?
TcdB GH inh: 1.0

How did O=C(CC1CC1)N1[C@@H](CO)[C@@H]2c3ccccc3N(S(=O)(=O)c3ccccc3)C[C@@H]21 do in these assays?
TcdB GH inh: 0.4

How did C[C@@H]1CN([C@H](C)CO)C(=O)Cc2cc(NS(=O)(=O)c3cn(C)cn3)ccc2O[C@H]1CN(C)Cc1ccc(C(F)(F)F)cc1 do in these assays?
TcdB GH inh: 0.4

What do the screens show for `C[C@@H]1CCCCO[C@H](CN(C)S(=O)(=O)c2ccccc2)[C@H](C)CN([C@@H](C)CO)C(=O)c2cc(NS(=O)(=O)c3cccs3)ccc2O1`?
TcdB GH inh: -0.2

What do the screens show for `N#C[C@@H]1[C@H](c2ccc(C3=CCCC3)cc2)[C@@H](CO)N1C(=O)C1CCCC1`?
TcdB GH inh: -2.0

How did CN1CCN(C(=O)C[C@@H]2CC[C@@H]3[C@H](COC[C@@H](O)CN3C(=O)C3CCOCC3)O2)CC1 do in these assays?
TcdB GH inh: -1.9

What do the screens show for `CN(C)c1ccc2c(c1)[C@H]1C[C@H](CC(=O)NCCN3CCCCC3)O[C@@H](CO)[C@H]1O2`?
TcdB GH inh: -31.6

What do the screens show for `CCC(=O)N1C[C@@H](C)[C@H](OC)CN(C)C(=O)c2cc(NC(=O)C3CC3)ccc2OC[C@@H]1C`?
TcdB GH inh: 0.7

How did C[C@@H]1CN([C@H](C)CO)C(=O)c2cccc(NS(C)(=O)=O)c2O[C@H]1CN(C)C do in these assays?
TcdB GH inh: -0.8

How did CC(=O)N1[C@@H]2c3ccc(C4=CCCCC4)c(=O)n3C[C@H]1[C@H](CO)[C@H]2C(=O)N[C@@H](C)c1ccccc1 do in these assays?
TcdB GH inh: -5.6

How did O=C(NCC[C@@H]1CC[C@@H](NC(=O)C2CC2)[C@H](CO)O1)c1cc(Cl)cc(Cl)c1 do in these assays?
TcdB GH inh: -0.2

Results for O=C(Cc1ccccc1)N1C[C@H]2[C@@H](c3ccccc31)[C@H](CO)N2C(=O)C1CCCCC1 ?
TcdB GH inh: 2.1

Results for COCC#Cc1ccc([C@H]2[C@@H](CO)N3CCCCN(S(=O)(=O)c4ccccc4C)C[C@@H]23)cc1 ?
TcdB GH inh: 1.5

What do the screens show for `COc1ccc2c3c([nH]c2c1)[C@H](CO)N(Cc1cccc(F)c1)CC31CN(CC2CC2)C1`?
TcdB GH inh: 0.1

What do the screens show for `CO[C@@H]1CN(C)C(=O)c2ccc(NS(=O)(=O)c3cccc(Cl)c3)cc2OC[C@@H](C)NC[C@@H]1C`?
TcdB GH inh: -1.1

Results for CC(C)NC(=O)N1[C@H](C#N)[C@H](c2ccc(C#CC3CCCCC3)cc2)[C@@H]1CO ?
TcdB GH inh: 1.3

How did COc1ccc(NC(=O)N(C)C[C@H]2OCCCC[C@@H](C)Oc3ccc(NS(=O)(=O)c4ccccc4)cc3C(=O)N([C@@H](C)CO)C[C@H]2C)cc1 do in these assays?
TcdB GH inh: -8.0

What do the screens show for `CC(C)NC(=O)N(C)C[C@H]1Oc2ccc(NS(=O)(=O)c3ccc(F)cc3)cc2CC(=O)N([C@H](C)CO)C[C@@H]1C`?
TcdB GH inh: 0.0

Results for O=C(C[C@H]1C[C@H]2c3cc(NC(=O)c4cccnc4)ccc3O[C@H]2[C@H](CO)O1)NCc1ccccc1F ?
TcdB GH inh: 0.4

What do the screens show for `C[C@H]1CN([C@@H](C)CO)S(=O)(=O)c2ccc(C3=CCCC3)cc2O[C@H]1CN(C)C(=O)c1ccccn1`?
TcdB GH inh: -0.3

How did C[C@H](CO)N1C[C@H](C)[C@@H](CN(C)C(=O)Nc2ccc3c(c2)OCO3)Oc2ccc(NC(=O)CCCCCC(=O)Nc3ccccc3N)cc2C1=O do in these assays?
TcdB GH inh: -0.3

What do the screens show for `CCN(C[C@H]1N[C@H](CO)[C@@H]1c1ccc(-c2ccc(F)cc2)cc1)C(=O)COC`?
TcdB GH inh: 3.1

Results for C[C@@H]1CCCCO[C@@H](CN(C)C(=O)NC2CCCCC2)[C@H](C)CN([C@H](C)CO)C(=O)c2cc(NS(=O)(=O)c3ccc(Cl)cc3)ccc2O1 ?
TcdB GH inh: -0.1

Results for O=C(C[C@@H]1CC[C@H](NC(=O)Nc2cc(F)ccc2F)[C@@H](CO)O1)NCc1ccc2c(c1)OCO2 ?
TcdB GH inh: -2.0

How did COc1ccc(NC(=O)Nc2ccc3c(c2)C(=O)N([C@@H](C)CO)C[C@@H](C)[C@@H](CN(C)Cc2ccc(C(F)(F)F)cc2)OCCCC[C@@H](C)O3)cc1 do in these assays?
TcdB GH inh: 0.3

What do the screens show for `O=C(N[C@H]1CC[C@@H](CCNC(=O)C2CCC2)O[C@@H]1CO)c1ccccn1`?
TcdB GH inh: 0.7

How did O=C(C[C@H]1CC[C@H]2[C@@H](COC[C@@H](O)CN2C(=O)c2ccncc2)O1)NCc1ccc(-c2ccccc2)cc1 do in these assays?
TcdB GH inh: 1.9

What do the screens show for `CN1c2ccc(-c3cccc(C#N)c3)cc2[C@@H]2[C@@H](CCN2S(=O)(=O)c2ccccc2F)[C@H]1CO`?
TcdB GH inh: -5.1

How did CS(=O)(=O)Nc1ccc2c(c1)[C@@H]1C[C@H](CC(=O)NC3CCCC3)O[C@@H](CO)[C@@H]1O2 do in these assays?
TcdB GH inh: -0.1

Results for CCCN1[C@@H]2c3ccc(C4=CCCC4)c(=O)n3C[C@@H]2[C@@H](CO)[C@@H]1C(=O)NCc1ccccn1 ?
TcdB GH inh: -0.6

How did CCCC(=O)Nc1ccc2c(c1)OC[C@H](C)N(C(C)=O)C[C@@H](C)[C@@H](OC)CN(C)C2=O do in these assays?
TcdB GH inh: -0.6

What do the screens show for `C[C@H]1CN([C@@H](C)CO)C(=O)c2cccc(NC(=O)NC3CCCCC3)c2O[C@@H]1CN(C)CC1CCCCC1`?
TcdB GH inh: -0.5

What do the screens show for `O=C(NC1CCCC1)[C@@H]1[C@@H](CO)[C@@H]2Cn3c(cccc3=O)[C@@H]2N1CC1CCOCC1`?
TcdB GH inh: -0.1

Results for C[C@H]1CN([C@@H](C)CO)C(=O)c2cccc(NC(=O)Nc3ccc(F)cc3)c2O[C@H]1CN(C)Cc1ccccc1 ?
TcdB GH inh: 0.1

Results for C[C@H](CO)N1C[C@H](C)[C@H](CN(C)C(=O)Nc2ccc3c(c2)OCO3)Oc2c(NS(=O)(=O)c3ccccc3)cccc2C1=O ?
TcdB GH inh: 0.8

A run of entries from further up:
How did COc1ccc(NC(=O)Nc2ccc3c(c2)C(=O)N([C@@H](C)CO)C[C@@H](C)[C@@H](CN(C)Cc2ccc(C(F)(F)F)cc2)OCCCC[C@@H](C)O3)cc1 do in these assays?
TcdB GH inh: 0.3

What do the screens show for `O=C(N[C@H]1CC[C@@H](CCNC(=O)C2CCC2)O[C@@H]1CO)c1ccccn1`?
TcdB GH inh: 0.7

How did O=C(C[C@H]1CC[C@H]2[C@@H](COC[C@@H](O)CN2C(=O)c2ccncc2)O1)NCc1ccc(-c2ccccc2)cc1 do in these assays?
TcdB GH inh: 1.9

What do the screens show for `CN1c2ccc(-c3cccc(C#N)c3)cc2[C@@H]2[C@@H](CCN2S(=O)(=O)c2ccccc2F)[C@H]1CO`?
TcdB GH inh: -5.1

How did CS(=O)(=O)Nc1ccc2c(c1)[C@@H]1C[C@H](CC(=O)NC3CCCC3)O[C@@H](CO)[C@@H]1O2 do in these assays?
TcdB GH inh: -0.1

Results for CCCN1[C@@H]2c3ccc(C4=CCCC4)c(=O)n3C[C@@H]2[C@@H](CO)[C@@H]1C(=O)NCc1ccccn1 ?
TcdB GH inh: -0.6

How did CCCC(=O)Nc1ccc2c(c1)OC[C@H](C)N(C(C)=O)C[C@@H](C)[C@@H](OC)CN(C)C2=O do in these assays?
TcdB GH inh: -0.6

What do the screens show for `C[C@H]1CN([C@@H](C)CO)C(=O)c2cccc(NC(=O)NC3CCCCC3)c2O[C@@H]1CN(C)CC1CCCCC1`?
TcdB GH inh: -0.5

Source: PubChem BioAssay
